Source: PubChem BioAssay
M5 antag: blocks acetylcholine activation of human M5 receptor. inhibition, % at 3 µM. hit rate 0.59% among 360,000. CHO-hM5 cells, Fluo-8 calcium fluorescence, ACh EC80;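 active means inhibition above a per-plate cutoff, the mean of that plate's test compounds plus 3 SD, cut at about 27% in these data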;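 further: 0% = acetylcholine EC80 with DMSO and 100% = DMSO without agonist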
TAAR1 antag: human TAAR1 antagonism; Q96RJ0; CHO RD-HGA16 TAAR1, Fluo-8 calcium fluorescence, antagonist; inhibition, % at 3 µM; hit rate 1.5% among 360,000; AID 624466;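 active means inhibition above a per-plate cutoff, the mean inhibition of test compounds on that plate plus 3 SD, cut at about 49% in these data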;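 further: 0% = DMSO plus EC80 beta-PEA response and 100% = DMSO alone without agonist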
Target sequence (Q96RJ0 whole entry, looked up): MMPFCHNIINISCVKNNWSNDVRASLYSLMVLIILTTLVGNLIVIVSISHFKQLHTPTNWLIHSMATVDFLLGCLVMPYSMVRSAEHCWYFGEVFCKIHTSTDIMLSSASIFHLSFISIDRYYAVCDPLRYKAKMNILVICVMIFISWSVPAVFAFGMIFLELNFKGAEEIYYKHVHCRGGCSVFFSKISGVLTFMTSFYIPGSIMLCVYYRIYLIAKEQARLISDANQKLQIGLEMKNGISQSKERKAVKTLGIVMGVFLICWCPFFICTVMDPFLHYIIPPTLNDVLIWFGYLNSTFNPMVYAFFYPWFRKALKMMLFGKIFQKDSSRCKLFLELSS
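test system = CHO RD-HGA16 cells bearing hTAAR1 | replication = singlicate | controls = DMSO-only wells and EC80 β-PEA-stimulated wells | reagent = EC80 β-phenethylamine stimulus | read-out basis = percent inhibition of PEA-evoked calcium signal, max/basal emission ratio | schedule = seeding 17-24 h prior, 75-min 37 °C, 30-min RT dye loading | signal = kinetic Fluo-8 calcium fluorescence measurement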
M4 PAM: potentiates acetylcholine response at human M4 receptor. P08173. AID 624126. CHO-K1 hM4/Gqi5, Fluo-8 calcium fluorescence, ACh EC20; 0% = ACh EC20, 100% = maximal ACh. hit rate 0.4% among 360,000. activation, % at 3 µM;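 active means activation above its plate's cutoff, the mean activation of sample wells plus 3 SD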; further: some results filed as inactive read as strong as hits
Target sequence (P08173 whole entry, looked up): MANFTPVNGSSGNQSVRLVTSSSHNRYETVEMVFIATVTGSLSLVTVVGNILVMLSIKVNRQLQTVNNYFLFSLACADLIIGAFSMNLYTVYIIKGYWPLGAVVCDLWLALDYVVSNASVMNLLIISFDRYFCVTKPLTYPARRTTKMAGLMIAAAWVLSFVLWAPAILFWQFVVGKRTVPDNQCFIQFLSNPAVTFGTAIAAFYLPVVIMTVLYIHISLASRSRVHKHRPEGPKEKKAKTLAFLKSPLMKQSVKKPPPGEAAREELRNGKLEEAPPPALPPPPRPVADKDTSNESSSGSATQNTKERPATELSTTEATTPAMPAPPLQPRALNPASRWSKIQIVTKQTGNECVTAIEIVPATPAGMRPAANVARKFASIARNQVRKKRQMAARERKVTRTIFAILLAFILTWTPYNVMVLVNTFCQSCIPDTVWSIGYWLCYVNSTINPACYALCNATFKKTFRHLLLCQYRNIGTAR
CHRM5 agonist: agonists of human muscarinic M5 receptor (CHRM5); P08912; CHO-K1 hM5 cells, Fluo-8 calcium fluorescence; 0% DMSO wells, 100% maximal acetylcholine response; activation, % at 3 µM; hit rate 0.19% among 360,000;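 active means activation above the run's mean over test compounds plus 3 SD, cut at about 23% in these data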;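 further: signal is peak over basal fluorescence ratio across the kinetic read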
TAAR1 agonist: human TAAR1 agonism; AID 624467; activation, % at 3 µM; hit rate 0.99% among 360,000; CHO RD-HGA16 TAAR1, Fluo-8 calcium fluorescence; vehicle wells 0%, saturating PEA agonist 100%; Q96RJ0;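 active means activation above the mean activation of all test compounds in the run plus 3 SD, cut at about 38% in these data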
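Test system: RD-HGA16 (CHO) cells co-expressing Gα16 and hTAAR1 / Benchmarks: DMSO vehicle as 0%, PEA at EC100 as 100% / Repeats: no replicates (n 1) / Measure: % activation from peak over basal fluorescence ratio, DMSO-to-PEA scaled / Timing: 17-24 h plating, Fluo-8 75 min 37 °C, 30 min RT / Technique: kinetic Fluo-8 calcium fluorescence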
M5 PAM: positive allosteric modulators of human muscarinic M5 receptor; CHO-K1 hM5, Fluo-8 calcium, ACh EC20 PAM; 0% = ACh EC20, 100% = ACh EC100; activation, % at 3 µM; AID 624038; hit rate 0.3% among 360,000;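 active means activation above the run cutoff, the mean activation of all test compounds plus 3 SD, cut at about 18% in these data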
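Replicates: One well per compound, no replicates | System: Human M5 receptor in CHO-K1 cells | Benchmarks: Low control EC20 acetylcholine (0%), high control EC100 acetylcholine (100%) | Probe or stimulus: Acetylcholine, EC20 level | Times: Fluo-8 loading 80 min at 37 °C plus 30 min room temperature | Signal: Intracellular calcium via Fluo-8 fluorescence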
CRFR2-BP ag: CRF-BP/CRF-R2 complex agonism; HEK293 CRF-R2/CRF-BP, calcium dye fluorescence (FLIPR); percent of saturating CRF peptide response; AID 588473; activation, % at 13.2 µM; hit rate 0.46% among 350,000;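 active means activation of at least 50%, plus an integration ratio under a set limit after plate pattern correction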;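 further: plate controls were neutral control wells without compound for no effect and CRF at EC100 for full effect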
M1 PAM parental: M1 PAM counterscreen hit in parental CHO-K1 cells; ATP EC20, Fluo-8 calcium fluorescence; 0% at ATP EC20, 100% at ATP max; activation, % at 3 µM; hit rate 0.02% among 360,000; AID 602247;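 active means activation above the run cutoff, the mean activation of all test compounds plus 3 SD, cut at about 40% in these data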;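 further: peak over basal fluorescence ratio in a 140 s read after ATP addition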
CRFBP-R2 block: CRF-BP/CRF-R2 complex antagonism; HEK293 CRF-R2/CRF-BP, CRF-induced calcium fluorescence; hit rate 0.59% among 350,000; inhibition, % at 11.8 µM; AID 588475;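 active means inhibition of the ligand-induced calcium signal above about 50% at the single tested concentration, limit read from the data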
An asterisk follows results filed as active; nt = not tested or not shown.

The opening four records (preview)
1: COc1ccccc1-c1nnc(SC2CCc3ccccc3NC2=O)s1 (stereo unspecified)
2: COc1ccc2[nH]c3c(c2c1)CCN1C(=O)C(CC(=O)NCc2ccco2)C[C@H](C(=O)N(C(C)C)C(C)C)[C@@]31C (stereo partly specified)
3: OCCN1CCN(CC(O)C(F)(F)F)CC1 (stereo unspecified)
4: COc1ccc(C(=O)NNC(=O)Cn2nc(C)cc2C)cc1S(=O)(=O)N1CCOCC1

Compound,1,2,3,4
M5 antag,4,-3,1,-1
TAAR1 antag,17,-29,4,-14
M4 PAM,-13,1,6,2
CHRM5 agonist,-4,-1,-4,-1
TAAR1 agonist,6,-3,3,5
M5 PAM,-5,-1,9,2
CRFR2-BP ag,1.4,-1.5,2.3,3.2
M1 PAM parental,-1,26,-14,12
CRFBP-R2 block,33,10,-3,5

Results (from the top)
1: COc1ccccc1-c1nnc(SC2CCc3ccccc3NC2=O)s1 (stereo unspecified)
2: COc1ccc2[nH]c3c(c2c1)CCN1C(=O)C(CC(=O)NCc2ccco2)C[C@H](C(=O)N(C(C)C)C(C)C)[C@@]31C (stereo partly specified)
3: OCCN1CCN(CC(O)C(F)(F)F)CC1 (stereo unspecified)
4: COc1ccc(C(=O)NNC(=O)Cn2nc(C)cc2C)cc1S(=O)(=O)N1CCOCC1
5: Cc1noc(C)c1CSCC(=O)OCC(=O)Nc1ccc(OC(F)(F)F)cc1
6: C/C(=N/NC(=O)c1ccncc1)c1c[nH]c2ccccc12
7: O=C(COC(=O)c1ccc2c(c1)S(=O)(=O)N=C1CCCCCN12)NCCc1ccc(F)cc1
8: CCOc1ccc(C(=O)NCC(=O)OCC(=O)N2CCCC2)cc1

Compound,1,2,3,4,5,6,7,8
M5 antag,4,-3,1,-1,3,0,6,1
TAAR1 antag,17,-29,4,-14,-9,-7,14,7
M4 PAM,-13,1,6,2,2,1,6,6
CHRM5 agonist,-4,-1,-4,-1,0,-2,2,-2
TAAR1 agonist,6,-3,3,5,-1,4,1,0
M5 PAM,-5,-1,9,2,-4,4,7,-3
CRFR2-BP ag,1.4,-1.5,2.3,3.2,-0.9,-0.9,-1.9,5.4
M1 PAM parental,-1,26,-14,12,0,-7,15,-5
CRFBP-R2 block,33,10,-3,5,-3,-12,23,-13

9: CCN(CC)c1ccc(/C=N/N2CCN(Cc3ccc(Cl)cc3)CC2)c(O)c1
10: CCCC(=O)Nc1ccccc1NC(=O)c1ccc(OCC)cc1
11: COc1ccc(OCC(=O)Nc2c(Cl)ccc3nsnc23)cc1
12: COc1cccc(Nc2nc(C(N)CC(C)C)cs2)n1 (stereo unspecified)
13: CCC(=O)Nc1ccc(S(=O)(=O)N2CCOCC2)cc1
14: Cc1ccc(C(O)c2ncc(-c3ccccc3C(F)(F)F)[nH]2)cc1F (stereo unspecified)
15: CCCCNC(=O)C1(C)CCC(=O)N1CCOc1ccccc1 (stereo unspecified)
16: O=C(COc1ccccc1)NCc1n[nH]c(=S)n1-c1ccccc1

Compound,9,10,11,12,13,14,15,16
M5 antag,10,7,11,0,1,-5,-4,-4
TAAR1 antag,-13,8,-8,-13,-12,-6,-15,0
M4 PAM,-6,1,-5,1,8,2,5,-2
CHRM5 agonist,1,-1,-4,2,2,0,-1,-4
TAAR1 agonist,1,2,-1,42*,7,3,2,5
M5 PAM,3,-8,-3,0,3,-2,3,-3
CRFR2-BP ag,0.8,-3.6,-2.1,nt,1.5,nt,nt,0.7
M1 PAM parental,10,7,12,17,17,17,14,-2
CRFBP-R2 block,8,-11,36,nt,0,nt,nt,-12

17: COc1ccccc1C(=O)c1nc2ccccc2n1C
18: COc1nc(NCc2ccco2)nc(N2CCC(C)CC2)n1
19: CC(C)(C)OC(=O)NCCCCCNC(=O)c1[nH]cnc1C(=O)Nc1ccc(Cl)cc1
20: COc1cc2c3c(c1OC)C1(C=CC(=O)C=C1)CC3N(C(C)=O)CC2 (stereo unspecified)
21: CCc1ccc(OCCCC(=O)O)c(Br)c1
22: Cc1[nH]n2c(=O)c(C#N)c(-c3ccccc3)nc2c1-c1ccccc1
23: O=C(c1ccc(=O)[nH]c1)N1CCN(S(=O)(=O)c2cc(C(F)(F)F)ccc2Cl)CC1
24: Cc1c(NS(=O)(=O)c2cccc(C(=O)Nc3ccc(SC(F)F)cc3)c2)c(=O)n(-c2ccccc2)n1C

Compound,17,18,19,20,21,22,23,24
M5 antag,-9,1,-11,0,-6,2,6,26
TAAR1 antag,-9,-12,55*,3,6,-1,0,52*
M4 PAM,2,13,-6,5,5,-6,6,-6
CHRM5 agonist,0,-5,-1,1,3,0,-4,-7
TAAR1 agonist,3,18,15,3,9,2,-2,12
M5 PAM,4,-4,-3,-3,2,-6,7,-45
CRFR2-BP ag,-0.5,0.6,0.3,-0.4,-1.9,0.2,1.9,-0.9
M1 PAM parental,8,7,4,19,14,4,1,1
CRFBP-R2 block,-3,3,4,0,19,10,-6,-18

25: CCS(=O)(=O)N1CCC(C(=O)NCCCN2CCCCCC2)CC1
26: COc1cccc(OC)c1OCCN1CCCC1
27: COc1ccccc1-n1c(SCC(=O)O)nc2sc3c(c2c1=O)CCC3
28: CC(C)[C@H](NC(=O)c1ccccc1)C(=O)OCC(=O)Nc1ccc(Cl)cc1C(F)(F)F
29: Cc1ccccc1NC(=O)N(C(C)C)C(C)C
30: CN1CCN(C(=O)c2cc3cc(F)ccc3[nH]2)CC1
31: O=C1C=CC(=O)N1N(c1ccccc1)c1ccccc1
32: C=CCCC(=O)N1CCCC(C(=O)c2cccc(OC)c2)C1 (stereo unspecified)

Compound,25,26,27,28,29,30,31,32
M5 antag,-3,-6,3,-3,3,7,-5,12
TAAR1 antag,6,-16,-16,-2,-2,-3,21,-4
M4 PAM,5,1,-1,-3,1,-2,0,-3
CHRM5 agonist,1,-21,2,-3,0,-5,0,-1
TAAR1 agonist,3,-1,-1,2,5,1,34,3
M5 PAM,2,-4,2,-2,1,-6,6,0
CRFR2-BP ag,-1.2,-1.8,4.0,-0.7,-1.5,-0.5,26,0.2
M1 PAM parental,2,14,-14,7,9,-11,-3,-3
CRFBP-R2 block,9,10,-1,0,-3,-6,-54,-7

33: Cc1ccc(NS(=O)(=O)c2cccc(C(=O)N3CCCCCCC3)c2)cc1
34: O=C(NC1CC1)c1sc2ccccc2c1Cl
35: Cn1c(NC(=O)c2ccc(S(=O)(=O)N3CCOCC3)cc2)cc(=O)n(C)c1=O
36: O=S1(=O)CCN(C2CCCCCCCCCCC2)CC1
37: CC1=CCC2C(=O)N(c3cccc(C(=O)NC(C)c4ccccc4)c3)C(=O)C2C1 (stereo unspecified)
38: O=C(c1cc(COc2cccc(C(F)(F)F)c2)on1)N1CCSCC1
39: COC(=O)c1ccccc1NC(=O)CSc1nc2ccsc2c(=O)n1Cc1ccc(C(=O)O)cc1
40: C1=C(c2cn(-c3nc4ccccc4s3)nn2)CCCC1

Compound,33,34,35,36,37,38,39,40
M5 antag,-2,2,-10,1,-2,-8,-4,-9
TAAR1 antag,-33,-22,-3,-25,4,10,16,-17
M4 PAM,18,0,-1,-4,0,1,2,6
CHRM5 agonist,4,-4,2,1,0,-4,1,3
TAAR1 agonist,4,4,1,-2,-2,5,5,-1
M5 PAM,-5,1,4,3,3,0,1,-8
CRFR2-BP ag,-1.2,-0.8,1.8,-0.9,0.1,1.4,0.8,nt
M1 PAM parental,-2,-21,9,-1,5,3,-2,-2
CRFBP-R2 block,-18,5,-3,-38,8,-26,-3,nt

41: O=C(Nc1cc(C(F)(F)F)cc(C(F)(F)F)c1)Nc1cnn(-c2ccc([N+](=O)[O-])cc2)c1C(F)(F)F
42: O=C(NC(Cc1ccccc1)C(=O)O)/C(=C\c1ccccc1F)NC(=O)c1ccccc1 (stereo unspecified)
43: Cc1ccc(NC(=O)CCNS(=O)(=O)c2cccc3nonc23)cc1
44: CCOC(=O)N1CCC(N(CCCOC)C(=O)Nc2cccc(OC)c2)CC1
45: Cc1cnn(C(=O)c2oc3ccccc3c2C)c1
46: CC1(C)CC(=O)C(C=NCCN2CCN(C(=O)c3ccc(F)cc3)CC2)=C(O)C1
47: COC(=O)C1=C(N)OC2=C(C(=O)CCC2)C1c1cccs1 (stereo unspecified)
48: COc1ccccc1NC(=O)CSc1nnc(CNC(=O)c2ccco2)o1
49: CC1(C)CC(=O)c2sc(NS(=O)(=O)Cc3ccccc3)nc2C1
50: COCCNC(=O)C1(C)CCCN(Cc2cc(C(F)(F)F)ccc2Cl)C1 (stereo unspecified)
51: COCCCNC(=O)CNC(=O)c1nn(-c2ccc(OC)cc2)c(=O)c2ccccc12

Compound,41,42,43,44,45,46,47,48,49,50,51
M5 antag,0,6,-3,-1,2,3,-10,-1,4,-1,13
TAAR1 antag,-10,7,-8,-2,nt,-15,6,15,-9,-18,12
M4 PAM,-1,-5,16,-1,-5,-3,14,2,-6,-2,1
CHRM5 agonist,1,2,0,-2,-3,5,1,-9,3,-1,0
TAAR1 agonist,1,9,4,1,nt,1,3,6,16,2,0
M5 PAM,-1,11,1,-3,-8,-5,5,5,-7,3,-4
CRFR2-BP ag,58*,-0.9,-3.1,-1.9,4.0,-2.0,0.9,-1.7,-2.1,nt,-0.3
M1 PAM parental,4,-11,-6,7,-6,-6,-2,10,-6,-6,10
CRFBP-R2 block,-29,-30,9,-20,14,0,-13,66*,7,nt,3
